Source: PubChem
Rtt109 Vps75 – inhibitors of Candida albicans Rtt109/Vps75 histone acetyltransferase; Q5AAJ8; purified Rtt109/Vps75, ThioGlo CoA-SH fluorescence, 4 h; inhibition, % at 34.9 µM; 330,000 compounds, 0.16% hits;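 active = inhibition of at least 50% in every replicate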
PKA-R2B activ – PKA-R2B complex activation; P22694+P31323; PKA-R2B holoenzyme dissociation, Cy5-IP20 fluorescence polarization; R2B truncated from residue 108, S112A mutant; 0% DMSO only, 100% 113 µM cGMP; activation, % at 11.4 µM; 340,000 compounds, 0.079% hits;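 active = activation above a cutoff set at the mean over all compounds plus 3 SD, cut at about 18% in these data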;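 note: higher means more holoenzyme dissociation and a rise in polarization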
Target sequence (P31323 whole entry, looked up, other chains not shown, the tested form may be a part): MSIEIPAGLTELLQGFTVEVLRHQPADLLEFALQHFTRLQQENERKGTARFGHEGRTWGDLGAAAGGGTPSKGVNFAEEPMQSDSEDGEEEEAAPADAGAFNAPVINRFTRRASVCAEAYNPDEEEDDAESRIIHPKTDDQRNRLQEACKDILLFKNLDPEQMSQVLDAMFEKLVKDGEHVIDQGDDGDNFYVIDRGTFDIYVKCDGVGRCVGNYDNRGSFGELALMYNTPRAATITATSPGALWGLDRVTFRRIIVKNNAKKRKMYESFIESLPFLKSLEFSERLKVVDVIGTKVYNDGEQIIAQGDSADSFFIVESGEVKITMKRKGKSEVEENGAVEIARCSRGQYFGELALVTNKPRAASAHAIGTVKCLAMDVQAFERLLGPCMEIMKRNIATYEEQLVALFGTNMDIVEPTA
LANA DNA inh – KSHV C-LANA DNA binding inhibition. 340,000 compounds, 0.078% hits. inhibition, % at 9 µM. MBP-C-LANA/FAM-LBS DNA binding, fluorescence polarization;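 active = highest replicate inhibition at or above 60% at 9 µM, even if other replicates fall short; inactive = all replicates below 60% inhibition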;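 note: 0% = neutral control wells and 100% = 4 µM acridine orange control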
SR-BI uptake up – SR-BI HDL lipid transfer activation; CHO ldlA[mSR-BI] cells, DiI-HDL uptake fluorescence, 3 h; 100 = double the neutral-control signal; activation, % at 12.5 µM; 320,000 compounds, 0.096% hits; AID 504775;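 active = mean replicate activation of at least 60% and every replicate at or above 60%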;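 note: 0% = median plate neutral-control signal and 100% = twice that signal; values of inactives mirror those of a sister screen read the other way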
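Assay system: LDL receptor-deficient CHO ldlA cells overexpressing murine SR-BI / Medium: BSA-supplemented, HEPES-buffered Ham's F12, pH 7.4 / Probe or stimulus: DiI-labelled HDL at 10 µg/mL final / Timing: compound with DiI-HDL co-incubation, 3 h at 37 °C / Technique: bottom-read cell fluorescence after medium removal, ex 550/em 595 nm / Measure: HDL uptake via cellular fluorescence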
CAL PDZ FP-1 – blocks peptide binding to human CAL PDZ domain; inhibition, % at 20 µM; 330,000 compounds, 0.02% hits; purified CAL PDZ, TMR-peptide fluorescence polarization, 1 h; AID 504414;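 active = highest replicate inhibition of at least 40%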;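 note: plate controls were DMSO neutral control wells for no effect and unlabeled competitor peptide control wells for full effect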
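Control set: unlabelled peptide and DMSO controls / Material: purified CerCALP PDZ construct / Timing: 1 h incubation at room temperature before polarization reading / Doses: 20 µM, one dose / Detection: fluorescence polarization (mP)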
RTF Ca sens act – increases calcium sensitivity of human cardiac regulated thin filaments; 340,000 compounds, 0.24% hits; IANBD-labeled TnC RTF fluorescence at EC20 calcium; 0% EC20 calcium, 100% full calcium; P19429+P45379; activation, % at 7.2 µM;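 active = activation above the mean over all tested compounds plus 3 SD, cut at about 30% in these data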;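 note: rise in fluorescence read as greater calcium sensitivity of cardiac thin filaments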
CAL PDZ FP-2 – blocks peptide binding to the human CAL PDZ domain. Q9HD26. purified CAL PDZ, TMR-peptide fluorescence polarization, 1 h. inhibition, % at 24.9 µM. 300,000 compounds, 0.92% hits. AID 602252;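 active = mean inhibition of at least 30% with at least half of replicates also reaching 30%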;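 note: 0% = DMSO neutral control and 100% = excess unlabeled competitor peptide PRC23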
DAGLB inh – blocks human DAGLB lipase activity. HEK293T DAGLB membrane lysate, EnzChek fluorogenic substrate. inhibition, % at 5.17 µM. 340,000 compounds, 0.059% hits; in the data active = inhibition above about 34%;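 note: 0% = enzyme with vehicle and 100% = wells lacking enzyme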
Target sequence (Q8NCG7 whole entry, looked up): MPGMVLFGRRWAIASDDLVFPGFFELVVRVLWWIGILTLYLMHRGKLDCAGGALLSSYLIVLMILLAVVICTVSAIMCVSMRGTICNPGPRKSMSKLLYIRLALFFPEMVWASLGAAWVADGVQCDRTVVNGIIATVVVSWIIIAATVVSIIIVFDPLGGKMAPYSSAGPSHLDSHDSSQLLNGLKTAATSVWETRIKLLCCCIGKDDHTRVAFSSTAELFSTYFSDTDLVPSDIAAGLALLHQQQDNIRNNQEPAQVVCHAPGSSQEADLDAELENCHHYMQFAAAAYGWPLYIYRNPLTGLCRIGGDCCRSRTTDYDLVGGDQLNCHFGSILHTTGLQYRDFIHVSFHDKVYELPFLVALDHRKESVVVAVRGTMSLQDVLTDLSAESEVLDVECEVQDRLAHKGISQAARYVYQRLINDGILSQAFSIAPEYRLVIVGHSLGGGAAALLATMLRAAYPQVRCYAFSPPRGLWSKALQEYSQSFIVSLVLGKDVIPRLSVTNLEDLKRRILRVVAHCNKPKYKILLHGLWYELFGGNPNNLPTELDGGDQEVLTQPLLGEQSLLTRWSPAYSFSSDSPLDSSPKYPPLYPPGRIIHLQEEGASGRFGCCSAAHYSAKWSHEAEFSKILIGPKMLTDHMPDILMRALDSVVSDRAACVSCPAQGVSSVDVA
Cardiac RTF inh – cardiac RTF calcium desensitization | P19429+P45379 | IANBD-labeled cardiac RTF, Ca2+ fluorescence | inhibition, % at 7.15 µM | 340,000 compounds, 0.12% hits | AID 493244;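 active = inhibition above the mean inhibition of all tested compounds plus 3 SD, cut at about 17% in these data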;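 note: assay run at fixed EC70 calcium of 1.6 mM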
Keap1 Nrf2 FP – inhibitors of human Keap1-Nrf2 protein-protein interaction | Keap1 Kelch-Nrf2 peptide fluorescence polarization, 1536-well | inhibition, % at 9.4 µM | 340,000 compounds, 0.15% hits; in the data active = inhibition above about 12%;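 note: human Keap1 Kelch domain with fluorescein labeled Nrf2 9mer peptide probe; 0% = neutral control wells and 100% = peptide positive control; higher means more block of Keap1 binding to Nrf2 peptide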
* = called active by the depositor; nt = not tested or not shown. The list is partial; the hit share may differ from the screen's.

SMILES | Rtt109 Vps75 | PKA-R2B activ | LANA DNA inh | SR-BI uptake up | CAL PDZ FP-1 | RTF Ca sens act | CAL PDZ FP-2 | DAGLB inh | Cardiac RTF inh | Keap1 Nrf2 FP
CCC1(C)OC(c2ccccc2)=C/C(=C/C=C2C(=O)NC(=O)NC2=O)O1 (stereo not drawn) | -15 | 6 | -3.4 | -6 | 2.2 | 123* | -3 | 0 | -163 | -16
C=CCc1cc(C=C2C(=O)N(C)C(=O)N(C)C2=O)cc(OCC)c1OCc1ccccc1 | 7 | -3 | 0.2 | -12 | 0.0 | 11 | -6 | -15 | -11 | -13
CN1CCN(c2ccc([N+](=O)[O-])c(NCC3CCCO3)c2)CC1 (stereo not drawn) | 5 | -1 | -1.2 | -7 | -0.3 | 2 | -1 | 0 | 0 | 4
COc1ccc2c(CN3CC=C(c4ccccc4)CC3)cc(=O)oc2c1 | 2 | -5 | -0.2 | -8 | 0.0 | 9 | nt | 3 | -17 | -4
Cc1cc(C)nc(/N=C(\N)c2c(O)[nH]c(=O)[nH]c2=O)n1 | nt | 7 | 0.5 | 2 | -1.8 | -2 | 1 | -1 | -12 | -1
CN(C)N=O | -2 | 5 | -1.6 | 8 | -0.7 | -7 | 0 | -1 | -1 | 0
CC(C)c1ccc(-n2c(O)c(/C=N/NC(=O)c3ccccc3O)c(=O)[nH]c2=S)cc1 | 20 | 1 | 0.7 | -107 | 0.4 | 3 | 5 | 18 | -6 | -2
CCC(=O)N1CC(=O)Nc2ccc(F)cc2C1c1ccccc1 (stereo not drawn) | 3 | -3 | 0.1 | 15 | 0.0 | 0 | nt | 0 | -19 | -7
CCOC(=O)c1c(-c2ccccc2)oc2ccc(OC(=O)N(C)C)cc12 | 6 | -2 | 1.4 | -41 | -1.9 | -2 | nt | -9 | -4 | -1
COC(=O)C1=C(c2c(C)noc2C)C[C@@H]2CC[C@H]1N2C(=O)NCc1ccc(C(F)(F)F)cc1 | -2 | 5 | 1.8 | -26 | -0.3 | 2 | 2 | 2 | -25 | -4
COC(=O)c1cncn1C(C)c1ccccc1 (stereo not drawn) | 2 | -5 | -2.1 | -6 | -2.7 | -1 | -4 | 2 | 2 | -3
CC(=O)OC1CC(OC2C(O)CC(OC3C(O)CC(OC4CCC5(C)C(CCC6C5CCC5(C)C(C7=CC(=O)OC7)CCC65O)C4)OC3C)OC2C)OC(C)C1OC1OC(CO)C(O)C(O)C1O (stereo not drawn) | 3 | -2 | -0.6 | 26 | -1.8 | -4 | -4 | 0 | 6 | 0
Nc1ccnn1C1CCNCC1 | 2 | 5 | 0.8 | 4 | -1.6 | 1 | nt | -6 | -4 | -4
Cc1ccc(-n2c(C)nc3ccccc3c2=O)c(C)c1 | -1 | -7 | -1.0 | -1 | 0.1 | -4 | nt | -2 | -2 | -7
Cc1cc(Oc2ccc(C(F)(F)F)cc2[N+](=O)[O-])c2c3c(c(=O)oc2c1)CCC3 | -2 | -11 | -0.4 | -23 | -0.4 | 5 | -2 | 0 | -4 | -2
Clc1ccc2c(c1)C(c1ccccc1Cl)=NCc1nnc(Br)n1-2 | 15 | -7 | -1.2 | 3 | -1.5 | 2 | -7 | 1 | 1 | -5
Cc1ccc(C2N(c3ccccn3)C(=O)C3CCCN32)o1 (stereo not drawn) | 7 | -7 | 0.7 | 3 | -0.1 | 0 | 2 | -1 | -12 | -8
O=c1[nH]c(=S)n(Cc2ccc(F)cc2)c(O)c1C=NCc1ccc2c(c1)OCO2 | -5 | 10 | 0.1 | 5 | -0.6 | -5 | -3 | 0 | -5 | -1
CCCCCCn1c(=O)c(C(=O)Nc2ncccc2O)c(O)c2ccccc21 | 1 | 0 | 1.6 | -3 | 1.8 | 3 | -4 | 4 | -2 | -2
Cc1cc(C)n(-c2ccc(NN=C(C#N)C#N)cc2)n1 | 20 | -2 | 3.2 | -34 | 0.3 | -4 | 2 | 7 | -5 | 0

A portion from further up, for reference:
SMILES | Rtt109 Vps75 | PKA-R2B activ | LANA DNA inh | SR-BI uptake up | CAL PDZ FP-1 | RTF Ca sens act | CAL PDZ FP-2 | DAGLB inh | Cardiac RTF inh | Keap1 Nrf2 FP
COC(=O)C1=C(c2c(C)noc2C)C[C@@H]2CC[C@H]1N2C(=O)NCc1ccc(C(F)(F)F)cc1 | -2 | 5 | 1.8 | -26 | -0.3 | 2 | 2 | 2 | -25 | -4
COC(=O)c1cncn1C(C)c1ccccc1 (stereo not drawn) | 2 | -5 | -2.1 | -6 | -2.7 | -1 | -4 | 2 | 2 | -3
CC(=O)OC1CC(OC2C(O)CC(OC3C(O)CC(OC4CCC5(C)C(CCC6C5CCC5(C)C(C7=CC(=O)OC7)CCC65O)C4)OC3C)OC2C)OC(C)C1OC1OC(CO)C(O)C(O)C1O (stereo not drawn) | 3 | -2 | -0.6 | 26 | -1.8 | -4 | -4 | 0 | 6 | 0
Nc1ccnn1C1CCNCC1 | 2 | 5 | 0.8 | 4 | -1.6 | 1 | nt | -6 | -4 | -4
Cc1ccc(-n2c(C)nc3ccccc3c2=O)c(C)c1 | -1 | -7 | -1.0 | -1 | 0.1 | -4 | nt | -2 | -2 | -7
Cc1cc(Oc2ccc(C(F)(F)F)cc2[N+](=O)[O-])c2c3c(c(=O)oc2c1)CCC3 | -2 | -11 | -0.4 | -23 | -0.4 | 5 | -2 | 0 | -4 | -2
Clc1ccc2c(c1)C(c1ccccc1Cl)=NCc1nnc(Br)n1-2 | 15 | -7 | -1.2 | 3 | -1.5 | 2 | -7 | 1 | 1 | -5
Cc1ccc(C2N(c3ccccn3)C(=O)C3CCCN32)o1 (stereo not drawn) | 7 | -7 | 0.7 | 3 | -0.1 | 0 | 2 | -1 | -12 | -8
O=c1[nH]c(=S)n(Cc2ccc(F)cc2)c(O)c1C=NCc1ccc2c(c1)OCO2 | -5 | 10 | 0.1 | 5 | -0.6 | -5 | -3 | 0 | -5 | -1
CCCCCCn1c(=O)c(C(=O)Nc2ncccc2O)c(O)c2ccccc21 | 1 | 0 | 1.6 | -3 | 1.8 | 3 | -4 | 4 | -2 | -2
Cc1cc(C)n(-c2ccc(NN=C(C#N)C#N)cc2)n1 | 20 | -2 | 3.2 | -34 | 0.3 | -4 | 2 | 7 | -5 | 0

(next part)
SMILES | Rtt109 Vps75 | PKA-R2B activ | LANA DNA inh | SR-BI uptake up | CAL PDZ FP-1 | RTF Ca sens act | CAL PDZ FP-2 | DAGLB inh | Cardiac RTF inh | Keap1 Nrf2 FP
COC(=O)C1=C(c2ccc(Cl)c(C(F)(F)F)c2)C[C@@H]2CC[C@H]1N2C(=O)NCCCOC(C)C | -3 | -2 | -1.2 | 13 | 0.8 | -4 | -5 | -6 | -13 | 2
CCOC(=O)C(=CNc1ccc(C(O)(C(=O)OCC)C(F)(F)F)cc1C)C(=O)OCC (stereo not drawn) | -6 | -4 | -1.4 | -39 | -0.8 | -1 | -4 | -2 | 5 | -1
COc1ccc(OCC(=O)N2CCN(Cc3nc4cc([N+](=O)[O-])ccc4n3C)CC2)cc1 | 1 | -13 | 0.4 | -16 | -1.5 | 2 | -4 | 1 | -4 | -1
CCCCCn1c(=O)c(C(=O)Nc2cccc(C)n2)c(O)c2ccccc21 | -1 | -12 | -1.6 | -58 | -1.5 | -5 | 6 | -5 | -8 | 2
CCN1CCN(C(=O)COc2ccc(S(=O)(=O)Nc3ccc(Cl)cc3)cc2)CC1 | 23 | -6 | 1.6 | 8 | -2.3 | -7 | -7 | -2 | -2 | -2
CCCNC1=C(C)C(=O)C2=C(C1=O)C(COC(N)=O)[C@]1(OC)C3NC3CN21 (stereo partly drawn) | -2 | -3 | 0.8 | -17 | -1.2 | -2 | -3 | -1 | -2 | -5
CCN1CC=C(c2c[nH]c3ccccc23)CC1 | 0 | 3 | 3.4 | 23 | -1.4 | 7 | -5 | -1 | -10 | 4
NC(=S)/N=C/c1c(O)[nH]c(=O)[nH]c1=O | -3 | -18 | -1.0 | 18 | 0.1 | -2 | nt | 1 | -4 | 1
COc1ccc(CCNC2CCCCC2)cc1 | 7 | -2 | 1.6 | 25 | 0.3 | 2 | nt | 0 | -4 | 3
CCN1C[C@]2(C)CC[C@H](O)[C@]34C1[C@H](C[C@H]23)[C@@]1(O)C[C@H](OC)[C@H]2C[C@@H]4[C@@H]1C2O (stereo partly drawn) | -19 | -6 | 0.6 | 0 | 0.3 | -4 | 0 | -1 | 6 | -3
CCOC(=O)Cn1cc(C(=O)c2ccccc2F)c2ccccc21 | 1 | -3 | -2.0 | -36 | -2.6 | 11 | -1 | -2 | -2 | 2
CC1CN(O)C2CCc3c(no[n+]3[O-])C12O (stereo not drawn) | -14 | -5 | -0.9 | 7 | nt | 9 | 1 | 3 | -11 | -7
CC(CC(C#N)(c1ccccc1)c1ccccc1)N1CCOCC1 (stereo not drawn) | 3 | -6 | -1.3 | 35 | -0.5 | 4 | -6 | -5 | -5 | -1
Cc1cc2c(s1)NC(=O)CN=C2c1cccs1 | 6 | 2 | 0.6 | 2 | -0.7 | -1 | 1 | 1 | -5 | 0
CS(=O)(=O)CCN1CC2CCCC(C2)C1 | -1 | -4 | -0.9 | 31 | 0.2 | 0 | 3 | 0 | -11 | -4
O=C1NC(=O)C2(Cc3ccccc3N3CCCC32)C(=O)N1Cc1ccccc1 (stereo not drawn) | 3 | 0 | 0.7 | 15 | -0.3 | 6 | 4 | 3 | -5 | -4
O=C(c1cccc2ccccc12)C1CCCN(C2CCC2)C1 (stereo not drawn) | 9 | 0 | 0.9 | 7 | 1.0 | 5 | -1 | -1 | -7 | -2
COc1ccc(C(=O)C2CCCN(Cc3ccc(F)cc3F)C2)cc1F (stereo not drawn) | -8 | 0 | -0.4 | -13 | -0.3 | 7 | -5 | -2 | -10 | 0
O=S(=O)(c1ccccc1)N1CCCCC1c1cccnc1 (stereo not drawn) | 6 | -6 | -0.2 | -13 | -1.8 | 4 | 0 | 1 | 2 | -3
COC(=O)C1=C(c2ccc(F)cc2F)C[C@@H]2CC[C@H]1N2C(=O)N1CCC(C)CC1 | 2 | 0 | -0.8 | -10 | -0.7 | -2 | 3 | -3 | -5 | 2
O=C1C2CCCN2C(c2cccc(Cl)c2)N1c1ccccn1 (stereo not drawn) | -2 | 0 | 0.0 | -8 | -0.8 | 9 | 7 | 0 | -5 | 3
COCCCN=Cc1c(O)[nH]c(=S)[nH]c1=O | -3 | 2 | -2.4 | 1 | -0.2 | 5 | nt | -1 | -8 | -5
COCCCN1Cc2ccccc2C1=N | -3 | -1 | -2.2 | nt | -1.3 | 6 | 0 | 2 | 0 | -5
O=C1Nc2ccccc2C1Cc1nc2ccccc2c(=O)n1-c1ccccc1 (stereo not drawn) | 3 | 0 | 0.2 | nt | -2.0 | 2 | -8 | 2 | -16 | -2
